Screening data from PubChem.
S-ASM inh – inhibitors of human secretory acid sphingomyelinase; placental ASM, HMU-PC fluorogenic substrate, 60 min; AID 504937; P17405; Potency, µM (series often up to 57.5 µM), inactives show top-dose activity change, negative = inhibition, most hits filed as inhibitors; 340,000 compounds, 0.006% hits; note: potency is the fitted concentration of half-maximal effect
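Human placenta-derived ASM enzyme was preincubated with compound for 10 minutes at room temperature, then given fluorogenic substrate HMU-PC0 (9 uM final) for 60 minutes at 37 °C; a pH 10 stop preceded fluorescence reading at Ex 386/Em 447 nm.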
TCR act – activators of T cell receptors; primary human leukocytes, anti-CD3, IL-2 HTRF, 48 h; Potency, µM (series often up to 9.22 µM), without a hit: at the highest dose activation of IL-2 secretion, actives largely listed as activators; 330,000 tested, under 10 active; note: % of control where 0% means no effect
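Readout: HTRF IL-2, Eu-cryptate/d2 antibody pair, 320nm excitation, 665nm emission. Stimulus: a-CD3 beads, no co-stimulation. Cells: primary human leukocytes. Exposure: 48 hr with compound.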
AT treatment – potential ataxia-telangiectasia treatment; […] A-T fibroblasts, KAP-1 phosphorylation AlphaLISA; neocarzinostatin DNA damage 30 min before lysis; Potency, µM (highest dose often 57.5 µM), for the others: at the top dose activation, hits mostly activators; 320,000 compounds, 0.19% hits; AID 485349; note: potency is the fitted concentration of half-maximal effect; % of control where 0% means no effect; nearly all actives have a fitted effect of over 45% in size
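hTERT-immortalized A-T patient fibroblasts ([…]), 500 cells/well in OPTI-MEM, 1% FBS, got compounds for 60 min, then NCS for 30 min at 37C. Lysates were then assayed for phospho-KAP-1 by AlphaLISA (anti-pKAP1 donor, anti-KAP1 acceptor beads), 6 hr at 25C.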
Mito fusion act – mitochondrial division inhibition or fusion activation; S. cerevisiae fusion-defective mutant growth rescue, CellTiterGlo 48 h; Potency, µM (highest dose often 46.1 µM), for the others: at the top dose growth rescue (activation), most hits filed as activators; 320,000 compounds, 0.23% hits;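 note: potency is the fitted concentration of half-maximal effect; % of control where 0% means no effect; nearly all actives have a fitted effect of over 45% in size; temperature-sensitive fusion mutants such as fzo1-1 at 37 °C on non-fermentable ethanol glycerol medium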
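Luminescent cell viability in 1536-well qHTS format served as the measure of rescued growth in ts fusion-mutant S. cerevisiae cultured on non-fermentable YPEG for 48 hours at 37C.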
Menin MLL FP TR – inhibitors of human menin-MLL interaction, mutant MLL peptide. O00255. Menin + Texas Red MLL mutant peptide, fluorescence polarization. Potency, µM (top dose mostly 61.6 µM), inactives show top-dose FP activity change, negative = inhibition, most hits filed as inhibitors. 270,000 compounds, 0.23% hits. AID 1768; active = well fitted inhibition curve with a large enough effect in the polarisation, with a control signal flat, not every such curve was filed as active; inconclusive = small, poorly fitted or top-dose-only effect, or effect the other way, or a change in a side signal; inactive = no such curve, though single readings can be large or run the other way; the % refers to the polarisation; note: potency is the fitted concentration of half-maximal effect; % of control where 0% means no effect; many of its hits are not listed in these tables
a7 integrin act – activators of alpha7 integrin expression for muscular dystrophy. Potency, µM (top dose mostly 38.3 µM), without a hit: at the highest dose activation, most hits filed as activators. 350,000 compounds, 0.064% hits. alpha7betagal myoblasts, beta-gal FDG fluorescence, 48 h;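 note: potency is the fitted concentration of half-maximal effect; 100% = response of the positive control SU9516; nearly all actives have a fitted effect of over 60% in size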
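Alpha7betagal+/- myoblasts (passage 13) were plated 16-24 hr, then exposed to compounds (1:260 dilution of DMSO stock) for 48 hours at 37C. After MPER lysis, β-galactosidase reporter activity was read as FDG fluorescence (ex 480/em 540) after 30 minutes.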
MBNL1-CUG inh – MBNL1-poly(CUG) RNA binding inhibition. 280,000 compounds, 0.036% hits. Q9NR56. Potency, µM (titrated, usually from 57.5 µM), inactives show at the top dose activity change, negative = inhibition, actives largely listed as inhibitors. TR-FRET MBNL1-His/biotin-(CUG)12 binding, 665/545 ratio; active = well fitted inhibition curve with a large enough effect in the signal ratio, with a control signal flat, not every such curve was filed as active; inconclusive = small, poorly fitted or top-dose-only effect, or effect the other way, or a change in a side signal; inactive = no such curve, though single readings can be large or run the other way; the % refers to the signal ratio; note: potency is the fitted concentration of half-maximal effect; % is set by controls: 0 for no effect and ±100 for the full control effect
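Ratiometric TR-FRET (665 over 545 nm, excitation 340 nm) tracks disruption of MBNL1-His/biotin-(CUG)12 complex after 60 min at room temperature, with compounds at 92 nM to 58 uM final.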
TSHR antag – blocks TSH signaling through the human TSH receptor. P16473. TSHR-expressing cells, TSH-stimulated cAMP HTRF, 2 h; hits give low values. activity change, negative = inhibition, % at 11.5 µM. 330,000 compounds, 0.2% hits. AID 504810;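 active = activity change below a set negative limit, meaning inhibition stronger than a set level, cut at about -70% in these data; inconclusive = activity change between two set negative limits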; note: % is set by controls: 0 for no effect and ±100 for the full control effect
Target sequence (P16473 whole entry, looked up): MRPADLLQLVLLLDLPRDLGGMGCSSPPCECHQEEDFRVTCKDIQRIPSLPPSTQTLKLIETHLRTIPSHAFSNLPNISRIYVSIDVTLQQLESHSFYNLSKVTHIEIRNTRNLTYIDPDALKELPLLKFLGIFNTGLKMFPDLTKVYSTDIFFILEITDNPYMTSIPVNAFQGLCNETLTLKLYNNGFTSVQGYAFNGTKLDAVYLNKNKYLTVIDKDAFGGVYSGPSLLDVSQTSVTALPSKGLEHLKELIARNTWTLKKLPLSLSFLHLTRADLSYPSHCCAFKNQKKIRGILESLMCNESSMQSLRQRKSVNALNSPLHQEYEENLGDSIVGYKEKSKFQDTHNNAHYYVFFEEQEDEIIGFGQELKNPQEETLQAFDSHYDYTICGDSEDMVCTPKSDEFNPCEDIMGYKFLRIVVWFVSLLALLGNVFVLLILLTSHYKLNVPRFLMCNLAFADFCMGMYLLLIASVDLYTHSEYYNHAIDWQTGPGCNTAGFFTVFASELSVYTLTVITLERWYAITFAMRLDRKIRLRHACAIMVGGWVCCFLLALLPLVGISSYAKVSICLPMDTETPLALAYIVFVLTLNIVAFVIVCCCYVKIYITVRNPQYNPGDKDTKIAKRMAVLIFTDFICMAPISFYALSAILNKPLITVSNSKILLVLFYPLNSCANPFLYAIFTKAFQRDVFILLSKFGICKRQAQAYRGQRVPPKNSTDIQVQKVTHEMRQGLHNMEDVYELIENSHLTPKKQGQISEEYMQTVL
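Freshly harvested TSHR cells receive pin-tooled compound, then EC80 TSH at 4nM final. After 2 hours at 37 deg C, antibody in lysis buffer and cAMP-d2 are added; 30 minutes at ambient temperature precede the HTRF read.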
CXXC DNA block – inhibitors of human MLL CXXC domain-DNA interaction | 290,000 compounds, 0.037% hits | Potency, µM (highest dose often 115 µM), without a hit: top-dose activity change, negative = inhibition, usual class: inhibitors | MLL-CXXC / FITC-HOXA9 DNA fluorescence polarization; active = well fitted inhibition curve with a large enough effect in the polarisation, with a control signal flat, not every such curve was filed as active; inconclusive = small, poorly fitted or top-dose-only effect, or effect the other way, or a change in a side signal; inactive = no such curve, though single readings can be large or run the other way; the % refers to the polarisation; note: potency is the fitted concentration of half-maximal effect
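Purified MLL-CXXC (added from a 7 uM solution) was preincubated 5 min at ambient with pinned compounds in 50 mM Tris-HCl pH 7.5, 50 mM NaCl, 1 mM DTT, 0.05% BSA. Fluorescein-labeled HOX-A9 DNA (50 nM solution) followed, 30 min, then polarization read.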
PTAP TSG101 blk – blocks PTAP/TSG101 interaction to inhibit HIV-1 budding; Q99816; Fluorescence polarization, FITC-PTAP peptide / Tsg101 binding; Potency, µM (series often up to 115 µM), without a hit: at the top dose activity change, negative = inhibition, actives largely listed as inhibitors; 340,000 tested, under 10 active; AID 493005; active = well fitted inhibition curve with a large enough effect in the main read-out, with a control signal flat, not every such curve was filed as active; inconclusive = small, poorly fitted or top-dose-only effect, or effect the other way, or a change in a side signal; inactive = no such curve, though single readings can be large or run the other way; note: potency is the fitted concentration of half-maximal effect; % of control where 0% means no effect
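Steps: Tsg101 binding domain dispensed (10 uM final), compounds pinned in DMSO, FITC-labeled PTAP-motif peptide added (50 nM final); after 20 min binding at room temperature, polarization measured.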
* = called active by the depositor; ? = inconclusive; · = not tested or not shown; [ ] = remark or other dose. Unless noted, calls come from the whole dose curve; as a rule, active = well fitted curve in the direction sought with a large enough effect; inconclusive = small, poorly fitted or top-dose-only effect, or another doubt; inactive = no such curve, though single readings can be large; an effect the other way counts as inactive or inconclusive.

SMILES | S-ASM inh | TCR act | AT treatment | Mito fusion act | Menin MLL FP TR | a7 integrin act | MBNL1-CUG inh | TSHR antag | CXXC DNA block | PTAP TSG101 blk
COCCNC(=O)Cn1cnc2sc(C)c(S(=O)(=O)N3CCN(c4ccccc4OC)CC3)c2c1=O | 4% | 1% | 5% | 1% | 2% | -19% | -2% | 9 | -3% | -4%
Cc1ccc(NS(=O)(=O)c2cn(C)cn2)cc1 | 4% | -2%[46.1 µM] | · | -4% | 20% | 4% | 0% | 4 | 2% | -4%
O=C(COc1ccc(C(=S)N2CCOCC2)cc1)N1CCCC1 | 2% | -2% | 4% | 6% | 12% | -24% | 11% | 19 | 0% | -5%
O=C(O)CCCN1C(=O)NC2NC(=O)NC21 (configuration not stated) | -6% | 6% | 1% | -9% | 13% | 17% | -5% | 3 | -2% | -7%
CSc1ccccc1NC(=O)c1cnc2n(c1=O)CCS2 | 0% | -1% | 10% | 7% | 5%[11.7 µM] | 28% | -4% | 11 | -6% | -2%
CCCCOC(=O)Nc1ccc(OC)cc1S(=O)(=O)N1CCOCC1 | -4% | -3% | -1% | -9% | 4% | -8% | 4% | 1 | 0% | -5%
O=C(CCNC(=O)c1ccc(Br)cc1)Nc1ccc(S(=O)(=O)N2CCOCC2)cc1 | -1% | -5% | 0% | · | · | 2% | · | · | · | -5%
CCOc1ccc(NC(=O)CCCn2nc(C)c3c(C)n(-c4ccccc4)nc3c2=O)cc1 | -1% | -3% | 16% | -1% | · | -23% | 1% | -6 | 3% | -5%
CC(=O)Oc1c(C)c(=O)n(C)c2ccccc12 | -1% | -4%[46.1 µM] | 10% | -5% | 6% | -18% | -4% | -3 | -2% | 0%
CCOC(=O)c1c(C)nc2c(C)cccn12 | 1% | -2% | 1% | 1% | 0% | -12% | 4% | 2 | -3% | -1%
COC(=O)c1ccc(CSC2=NCCS2)cc1 | 3% | -8%[46.1 µM] | 3% | -1% | -1% | -25% | · | -2 | -2% | -1%
COC(=O)CN(c1ccccc1OC)S(=O)(=O)c1ccccc1 | 1% | · | 8% | -5% | -1% | -6% | 2% | -2 | -2% | -6%
COc1ccccc1NC(=S)NNC(=O)c1nn(C)c(C)c1Cl | -1% | -8% | -2% | -1% | 8% | 17% | -1% | 0 | 25% | 1%
COCCn1cc(C(=S)N2CCCCC2)c2ccccc21 | 0% | 3% | 9% | -3% | -2% | -30% | -10% | 4 | 11% | 0%
Cc1nc(N)sc1Cc1ccc2c(c1)OCO2 | 4% | 5% | 0% | 1% | 13% | -15% | -9% | 5 | -5% | -6%
N#Cc1ccc(OCc2nnc(SCC(=O)N3CCCc4ccccc43)n2-c2ccccc2)cc1 | -2% | 1% | -2% | 3% | -7% | 10% | -3% | -17 | 0% | -7%
Cc1cc(=O)c(C(=O)c2ccccc2)c(C)o1 | 3% | 0% | · | · | · | 12% | · | · | · | -4%
COCCCN1CN(S(=O)(=O)c2ccc(C)cc2C)c2nc3ccccc3nc21 | 0% | -3% | 0% | 11% | 22% | 3% | 14% | 15 | -5% | -6%
O=C(NC1CCCN(Cc2ccc(Cl)cc2)C1)c1ccoc1 (configuration not stated) | -1% | -1% | 4% | 2% | · | 9% | 1% | -3 | 1% | -3%
COc1cccc(NC(=S)N2CCn3c(nc4ccccc43)C2)c1 | 1% | 2% | 2% | 0% | 1% | 25% | -7% | -2 | 11% | -2%
CNc1nc(NCc2ccccc2)nc(N)c1[N+](=O)[O-] | 3% | -2% | -6% | 11% | 13% | 24% | 11% | 11 | 12% | 0%
CC(C)(C)c1ccccc1NC(=O)CN1C(=O)NC2(CCCCCC2)C1=O | 3% | 1% | 10% | -1% | · | 5% | · | -4 | · | -3%
CCOC(=O)CC1(NC(=O)C2CCC(=O)N(Cc3ccccc3F)C2)CCCCC1 (configuration not stated) | 5% | 7% | -1% | 6% | -13% | ? | 1% | 16 | -3% | -11%
CC[C@@H]1C=C(C(=O)O)[C@H](c2ccc(C)cc2)N1S(=O)(=O)c1ccc(C)cc1 | 0% | -6% | 10% | · | · | 23% | · | -3 | · | 1%
Cc1ccc(NC(=O)CN(C)C(=O)CSc2nc3ccccc3o2)cc1 | 0% | 4% | -4% | 2% | 17% | -5% | -25% | 13 | 4% | 0%
O=C(Nc1ccc(N2CCN(C(=O)c3cccs3)CC2)cc1)c1ccccc1F | -1% | 0% | 1% | 24% | -19% | ? | 6% | 14 | 6% | 2%
COc1ccc(N2CCN(CCCNS(=O)(=O)c3ccc4c(c3)oc(=O)n4C)CC2)cc1 | 9% | 4% | 9% | -1% | 4%[11.7 µM] | 13% | -10% | 7 | 3% | -2%
CCN1C[C@@H]2[C@@H]3C(=O)N(C)C(=O)[C@@H]3[C@](CC)(C1=O)N2C(=O)c1ccc(F)cc1 | 0% | -4% | · | · | · | 24% | · | · | · | -2%
N#C/C(=C\Nc1ccc2c(c1)OCCO2)c1nc2ccccc2[nH]1 | 16% | 1% | 14% | 5% | ? | -30% | 9% | -22 | -6% | 2%
CC(C)OCCCNC(=O)c1cc(S(=O)(=O)N2CCCCC2)c[nH]1 | 1% | 6% | 3% | -1% | 0% | -13% | -2% | 24 | 3% | -5%
CCc1nn(CC(=O)N(C)C2CCCCC2)c(=O)c2cc3cc(C)ccc3n12 | 0% | -2% | 8% | 8% | · | ? | -10% | 40 | ? | -3%
CCCCCOc1ccc(NC2=CC(=O)CCC2)cc1 | -4% | 1% | -7% | 8% | -26% | 0% | -3% | 4 | -6% | -2%
COc1ccc(CCN2CNc3c(c(=O)n(C)c(=O)n3C)C2)cc1OC | 2% | 1% | · | -9% | -3% | 5% | 2% | 16 | 12% | -1%
COc1ccc(S(=O)(=O)N(C)C[C@H]2Oc3ccc(NC(=O)Nc4ccc(C(F)(F)F)cc4)cc3C(=O)N([C@H](C)CO)C[C@@H]2C)cc1 | -21% | 3% | 0% | · | · | -21% | · | -5 | · | -11%
Cc1cccc(-n2ncc3c(N4CCOCC4)ncnc32)c1 | 0% | -4% | -6% | 8% | 1% | -6% | 0% | 14 | -1% | 1%
COC(=O)COc1ccc(C2NC(=O)NC(c3ccccc3)=C2C(C)=O)cc1OC (configuration not stated) | 4% | 3% | 4% | 1% | -4% | 8% | -1% | -8 | 15% | 0%
COc1cc(NC(=O)C2CCCCN2)ccc1OCC(C)C (configuration not stated) | 4% | 2% | -4% | -8% | 1% | -7% | -4% | 6 | 12% | 1%
CN(C)S(=O)(=O)c1cc(S(=O)(=O)N(C)C)c(Cl)cc1N | -3% | 0% | -5% | 2% | 12% | 5% | -10% | 7 | -3% | -2%
CCc1ccc(-c2cc3c(=O)n(CC(=O)NCCCN4CCN(C)CC4)ncn3n2)cc1 | 6% | 8% | -3% | 14% | · | -8% | -7% | -1 | 20% | -1%
COc1ccc(CN2CCCCC2C(=O)Nc2ccc(OC)c(OCC(C)C)c2)cc1OC (configuration not stated) | -2% | 6% | 4% | -2% | -4% | 2% | 0% | -14 | -6% | -14%
NC(=O)CC(NC(=O)c1ccccc1)c1ccc(NCCc2cccc(F)c2)c([N+](=O)[O-])c1 (configuration not stated) | 26% | -4% | -23% | 9% | · | -6% | ? | -1 | 27% | 0%
CC(=O)NC12CC3CC(C1)CC(C(=O)OCC(=O)NC(=O)c1cccn1C)(C3)C2 | -3% | 0% | 0% | -1% | 1% | 10% | -1% | -8 | 6% | -14%
O=C(COC(=O)C1CCC1)Nc1ccc(Cl)cn1 | -1% | 0%[46.1 µM] | 31% | · | · | 6% | · | 18 | · | -4%
COc1ccc(OC)c(-c2nnc(SCC(=O)N3CCCc4ccccc43)o2)c1 | -4% | -2% | 11% | -4% | 1% | 3% | -2% | 3 | 18% | -1%
CCCC(=O)NCCc1cc2ccc(C)c(C)c2[nH]c1=O | 2% | 0% | -2% | -3% | -1% | -3% | -1% | 8 | -1% | -1%
Cc1ncc(S(=O)(=O)C(C)(C)C)c(N)n1 | 0% | 3% | -4% | 3% | · | -5% | · | -9 | 9% | -3%
O=C(NCCc1ccc(Cl)cc1)C1CC(=O)N(C2CCCCC2)C1 (configuration not stated) | -2% | -1% | · | · | · | 0% | · | · | · | -4%

An excerpt, so the mix of outcomes need not match the whole.
